# Compound activity as filed in PubChem BioAssay.
# RXFP1 agonist – activates the human relaxin receptor RXFP1; AID 2676; HEK293T-RXFP1 cAMP TR-FRET, 30 min; response scale: percent of porcine relaxin response, buffer zero; hit rate 0.3% among 370,000; Q9HBX9; Potency, µM (titrated, usually from 57.5 µM), without a hit: top-dose activation, hits mostly activators; also: % is scaled to controls: 0 for no effect and ±100 for the full control effect; nearly all actives have a fitted effect of over 60% in size; many of its hits are not listed in these tables
#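 HEK293 cells stably expressing RXFP1, treated 30 min at 37C with compounds plus PDE4 inhibitor Ro 20174; cAMP measured by HTRF TR-FRET. Normalized to buffer and 29 nM porcine relaxin; EC50 by Hill fit.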
# RGS4 inh – blocks human RGS4-accelerated GTP hydrolysis; Potency, µM (top dose mostly 114 µM), for the others: top-dose activity change, negative = inhibition, usual class: inhibitors; hit rate 0.039% among 390,000; Transcreener GDP fluorescence polarization, RGS4-accelerated GTP hydrolysis; also: % is scaled to controls: 0 for no effect and ±100 for the full control effect; nearly all actives have a fitted effect of over 75% in size; some results filed as inactive show a strong effect at the top dose
# Target sequence (P49798 whole entry, looked up): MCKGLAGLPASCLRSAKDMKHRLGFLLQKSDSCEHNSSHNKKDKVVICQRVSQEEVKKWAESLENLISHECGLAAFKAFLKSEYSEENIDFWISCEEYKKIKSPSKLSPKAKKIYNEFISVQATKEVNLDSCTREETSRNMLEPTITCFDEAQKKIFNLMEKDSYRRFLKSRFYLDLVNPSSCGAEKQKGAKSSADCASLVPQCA
#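 MLSMR compounds (23 nl, pin-transferred) preincubated 10 min at room temperature with a 500nM (2x) first reagent, then RGS4 at 900nM (2x) plus Transcreener GDP mix added; fluorescence polarization (620/688 nm) read before and after 90 min at 30 °C.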
# Vif-A3F inh – Vif-A3F binding inhibition; AID 602313; Potency, µM (top dose mostly 46.1 µM), inactives show top-dose activity, negative = active; HeLa A3F-eYFP + Vif (tagged APOBEC3F with the HIV-1 protein that degrades it), YFP fluorescence increase; hit rate 0.2% among 390,000; also: % of control where 0% means no effect; nearly all actives have a fitted effect of over 65% in size
#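 HeLa cells stably expressing Vif plus C-terminally eYFP-tagged A3F were seeded, incubated overnight at 37 deg C, dosed with compound, incubated overnight again at 37 deg C. Yellow fluorescence (Ex 488/Em 500-530) reported blocked Vif-mediated A3F-eYFP degradation.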
# USP1-UAF1 inh – USP1/UAF1 (human) deubiquitinase inhibition | O94782 | recombinant USP1/UAF1, Ub-Rhodamine cleavage fluorescence | hit rate 0.23% among 390,000 | Potency, µM (top dose mostly 57.1 µM), for the others: at the highest dose activity change, negative = inhibition, actives largely listed as inhibitors; also: % is scaled to controls: 0 for no effect and ±100 for the full control effect; nearly all actives have a fitted effect of over 60% in size; inactives centre near -12
#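 Step one: compound is pinned into 1nM USP1/UAF1 in HEPES pH 7.8 buffer with TCEP. Step two: 15 min room-temperature incubation. Step three: Ub-Rho (150nM final) starts cleavage, tracked by fluorescence over six one-minute reads.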
# ALOX12 inh – ALOX12 (human) lipoxygenase inhibition. P18054. purified 12hLO, xylenol orange hydroperoxide absorbance. Potency, µM (series often up to 108 µM), for inactives: top-dose activity change, negative = inhibition, actives largely listed as inhibitors. hit rate 1.1% among 580,000. AID 1671190; also: % is scaled to controls: 0 for no effect and ±100 for the full control effect
#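 Purified human 12hLO at 150 nM in 25 mM Hepes, 0.01% Triton X-100, pH 7.0, preincubated 15 min at room temperature with compound. Reaction started with 40 uM arachidonic acid, 30 min at room temperature. Hydroperoxide measured by Fe-xylenol orange, 573/405 nm absorbance ratio.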
# TrxR1 substrate – rat thioredoxin reductase 1 substrate activity; O89049; purified TrxR1 substrate turnover, NADPH consumption readout; Potency, µM (top dose mostly 114 µM), inactives show at the top dose activity change, negative = substrate turnover; hit rate 0.01% among 390,000; AID 588456; also: % is scaled to controls: 0 for no effect and ±100 for the full control effect; nearly all actives have a fitted effect of over 50% in size
#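 Rat TrxR1, dispensed at 90 nM, was prereduced with 400 uM NADPH (final) for 5 min at ~22 deg C, then incubated with compound 15 min before 400 uM selenite. A first-read NADPH fluorescence drop versus no-compound background flagged substrates.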
# TrxR1 inh – blocks rat thioredoxin reductase 1; O89049; recombinant rTrxR1, NADPH fluorescence consumption, selenite substrate; Potency, µM (doses to about 114 µM), for inactives: at the highest dose activity change, negative = inhibition, actives largely listed as inhibitors; hit rate 1% among 390,000; AID 588453; also: % is scaled to controls: 0 for no effect and ±100 for the full control effect; nearly all actives have a fitted effect of over 65% in size
#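 Rat TrxR1 (90 nM in the dispensed reagent) was pre-reduced with 400 uM NADPH for 5 min at room temperature, then incubated with compound for 15 min. After 400 uM selenite was added, NADPH fluorescence (Ex 340/Em 450 nm) was followed for 8 min.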
# IDH1 R132H inh – blocks human mutant IDH1 R132H enzyme; IDH1-R132H enzyme, NADPH consumption, diaphorase/resazurin fluorescence; Potency, µM (series often up to 76.6 µM), without a hit: at the highest dose activity change, negative = inhibition, usual class: inhibitors; O75874; hit rate 0.093% among 390,000; also: % is scaled to controls: 0 for no effect and ±100 for the full control effect; nearly all actives have a fitted effect of over 65% in size
# Target sequence (O75874 whole entry R132H, stated change not applied): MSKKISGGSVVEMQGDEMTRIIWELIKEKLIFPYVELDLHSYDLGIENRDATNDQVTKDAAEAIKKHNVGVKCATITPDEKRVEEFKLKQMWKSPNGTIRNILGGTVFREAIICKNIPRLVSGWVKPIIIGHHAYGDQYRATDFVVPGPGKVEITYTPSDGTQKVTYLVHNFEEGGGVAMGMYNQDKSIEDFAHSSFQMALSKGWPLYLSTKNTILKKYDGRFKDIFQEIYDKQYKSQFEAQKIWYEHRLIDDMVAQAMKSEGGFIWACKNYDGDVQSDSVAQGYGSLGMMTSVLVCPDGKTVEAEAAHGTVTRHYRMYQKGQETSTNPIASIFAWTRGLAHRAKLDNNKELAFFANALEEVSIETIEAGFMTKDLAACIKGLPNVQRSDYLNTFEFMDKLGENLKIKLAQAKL
#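 IDH1-R132H (0.5 ug/mL) preincubated 30 min with compound, then NADPH (0.016 mM) and alpha-KG (2 mM) added; 80 min at RT, pH 7.5. Remaining NADPH coupled via diaphorase/resazurin to fluorescence (540/590 nm); concentration-response curves normalized to no-enzyme control.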
# Vif-A3G inh – inhibitors of Vif-APOBEC3G interaction; HeLa A3G-eYFP + Vif (tagged APOBEC3G with the HIV-1 protein that degrades it), YFP fluorescence, overnight; Potency, µM (highest dose often 46.1 µM), for the others: top-dose activity, negative = active, actives largely listed as inhibitors; AID 602310; hit rate 0.076% among 410,000;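 also: % is scaled to controls: 0 for no effect and ±100 for the full control effect; nearly all actives have a fitted effect of over 60% in size; hits raise eYFP signal because A3G escapes Vif-driven loss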
# Target sequence (Q9HC16 whole entry, looked up): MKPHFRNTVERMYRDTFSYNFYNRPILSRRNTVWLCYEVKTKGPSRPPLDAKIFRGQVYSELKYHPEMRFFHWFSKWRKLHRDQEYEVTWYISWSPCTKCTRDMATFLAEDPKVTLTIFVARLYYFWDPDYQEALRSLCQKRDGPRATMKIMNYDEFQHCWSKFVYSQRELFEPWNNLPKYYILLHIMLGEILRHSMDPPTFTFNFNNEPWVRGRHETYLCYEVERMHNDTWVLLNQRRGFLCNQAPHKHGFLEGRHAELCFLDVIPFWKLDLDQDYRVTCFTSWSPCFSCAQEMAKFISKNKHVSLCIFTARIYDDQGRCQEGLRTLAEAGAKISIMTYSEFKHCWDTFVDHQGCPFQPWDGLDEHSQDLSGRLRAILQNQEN
#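 HeLa cells stably expressing Vif and C-terminally eYFP-tagged A3G, seeded overnight at 37 deg C, then exposed to compound by pintool overnight at 37 deg C. Rise in yellow fluorescence (Ex 488/Em 500-530, Acumen) marks blocked Vif-driven A3G degradation.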
# * marks the source's active call; other numbers are inactive results; ? = inconclusive; nt = not tested or not shown; & = joins results of further samples; [ ] = another dose, or the depositor's remark. Calls follow the shape of the dose curve; as a rule, active = well fitted curve in the direction sought with a large enough effect; inconclusive = small, poorly fitted or top-dose-only effect, or another doubt; inactive = no such curve, though single readings can be large; an effect the other way counts as inactive or inconclusive. Potency is read from the fitted curve at half-maximal effect. Only part of the results is shown, so the mix of outcomes need not match the whole.
SMILES,RXFP1 agonist,RGS4 inh,Vif-A3F inh,USP1-UAF1 inh,ALOX12 inh,TrxR1 substrate,TrxR1 inh,IDH1 R132H inh,Vif-A3G inh
COc1ccccc1NC(=O)CSc1nc(=O)n(CCN(C)C)c2c1CCCC2,3.0%,-11%,9%,0%,3%,6%,9%,1%,4%
COc1cc(CNn2cn[nH]c2=S)cc(Cl)c1OCc1ccc(F)cc1,-1.3%,?,10%,-24%,?,-9%,?,9%,-5%
COc1cc(OC)cc(-c2c(-c3cccs3)c3cc(-c4ccc(N(C)C)nc4)ccc3n2C)c1,2.8%,-17%,-4%,?,12%,65%[activator][57.1 µM],45%[activator][57.1 µM],0%,1%
CC(CNC(=O)c1csc2c1CCCCC2)c1ccccc1 (configuration not stated),-0.3%,-6%,5%,-10%,-5%,2%,9%,5%,8%
Cn1c(SCc2nc3ccccc3s2)nnc1-c1cccs1,0.3%,-22%,-6%,-4%,?,-4%,-26%,10%,-1%
Cc1c(Cc2ccccc2)c(=O)oc2c(C)c(OCC(=O)N[C@@H](Cc3ccccc3)C(=O)O)ccc12,1.2%,-4%,1%,-30%,6%,62%[activator],-9%,-16%,-1%
CCOC(=O)Cc1csc(NC(=O)COc2ccccc2OCC)n1,2.5%,38%,-4%,-13%,0%,0%,6%,-5%,0%
CCCCn1c(NCc2ccc(N(C)C)cc2)nc2ccccc21,-1.4%&0.2%,47%&31%,3%&-8%,-7%&-13%,-20%&-1%,-5%&-3%,3%&-2%,-2%&12%,-3%&3%
CC(=O)NC1C(=O)N(CCN2CCOCC2)c2ccc(C)cc21 (configuration not stated),0.3%,-21%,-3%,-6%,nt,0%[2.29 µM],6%[2.29 µM],?,-11%
CC(=O)N/C(=C\c1ccccc1)C(=O)OCC(=O)N1CCCCCC1,-1.0%,8%,20%,8%,-24%,-8%,-9%,-4%,3%
COCCNC(=O)C(OC(=O)c1cccs1)c1ccccc1 (configuration not stated),0.0%,9%[11.4 µM],7%,-14%,8%,9%[57.1 µM],15%[57.1 µM],2%,0%
CCCc1cc(=O)n2[nH]c(NCc3ccccc3OC)nc2n1,-0.8%,31%,-9%,5%,-25%,1%,13%,25%,1%
Cc1cccc(-c2noc(CN(C)C(=O)c3ccco3)n2)c1,2.1%,4%,-40%,-27%,-2%,-4%,-8%,2%,-5%
CC1(NC(=O)C2CCCCC2)CCS(=O)(=O)C1 (configuration not stated),4.3%,-5%,-7%,-12%,-1%,11%[57.1 µM],31%[57.1 µM],1%,-1%
Cn1nc(C(=O)N2CCOCC2)c2ccccc2c1=O,0.3%,-10%,0%,-5%,-1%,3%,5%,6%,-3%
CCOC(=O)[C@H]1NN=C(C(=O)OC)[C@@H]1c1ccccc1,0.5%,?,-14%,-3%,11%,0%,4%,2%,-6%
COc1cc(NC(=O)CSc2nnc(-c3cc(C)on3)o2)cc(OC)c1,-3.8%,-11%,3%,-4%,-7%,9%[0.0914 µM],4%[57.1 µM],-11%,-7%
C/C(CC(=O)Nc1cc(C)ccn1)=N\NC(=O)c1ccc(C(C)(C)C)cc1,-0.1%,17%,-15%,-9%,4%,5%,15%,8%,-9%
COc1ccc(Cc2nnc(NC(=O)Nc3ccccc3)s2)cc1OC,0.5%,-21%,7%,-9%,6%,8%[57.1 µM],12%[57.1 µM],-5%,0%
COc1ccccc1CNC(=O)CN1CCN(Cc2ccc(Cl)cc2)C1=O,nt,10%,0%,11%,21%[57.4 µM],2%,9%,9%,7%
COc1cc(C)ccc1N(CCCN1C(=O)c2cccc3cccc(c23)C1=O)C(=O)c1cccs1,-2.0%,-11%,4%,-13%,12%,57%[activator],41%[activator],0%,-1%
Cc1ccccc1NC(=O)c1cc2c(C)nc3ccccc3c2o1,2.5%,-44%,-2%,3%,-5%,5%,-2%[57.1 µM],-4%,-2%
CC(C)CCC(O)(CCC(C)C)C(=O)NN1CCCCC1,0.2%,6%,1%,-14%,-14%,2%,4%,2%,1%
COC(=O)C(Cc1csc2ccc(Cl)cc12)NC(=O)c1ccc(Cl)cc1 (configuration not stated),-0.8%,1%,18%,-19%,-114%,-2%,12%,0%,4%
COCCCNC(=S)Nc1ccc(N2CCCCC2)cc1,-0.4%,23%,-15%,3%,-26%,-3%,-21%,-19%,3%
O=C1OCCC1Sc1nc2ccccc2n1Cc1ccccc1 (configuration not stated),-0.4%,13%,1%,-12%,0%,6%,11%,-5%,0%
CC1(C)CCCC2=C1CC1C(=O)N(O)C(=O)C1C2 (configuration not stated),0.4%,42%,10%,-12%,-8%,-5%,-3%,12%,-1%
CN(C)CCCOC(=O)c1cc2ccccc2o1,0.2%,-17%,3%,-8%,0%,-4%,-7%,3%,1%
O=C1CSC2(N1)C1CC3CC(C1)CC2C3 (configuration not stated),-6.7%,-16%,-1%,-12%,105%[activator],6%,15%,-2%,2%
Cc1ccc(NC(=O)c2cnc3ccccc3n2)cc1C,-2.0%,13%,-18%,-5%,0%,1%[57.1 µM],21%,6%,0%
Cc1cc(CN(C)C(=O)CCc2nnc(Cc3cccc(C(F)(F)F)c3)o2)on1,1.3%,13%,-22%,-11%,-5%,-4%,-3%,-2%,6%
CCN(CC)P(=O)(/C(Cl)=C\Nc1c(C)n(C)n(-c2ccccc2)c1=O)N(CC)CC,0.0%,-10%,5%,-23%,?,-6%[57.1 µM],?,7%,-11%
CCOC(=O)C1CCN(S(=O)(=O)c2ccc(C(=O)OC)cc2)CC1,1.0%,2%,-6%,-2%,1%,-5%,20%,-5%,0%
Cc1cc(C)c(NC(=O)C2CC(=O)N(C(C)C)C2)c(C)c1 (configuration not stated),0.2%,28%,0%,-18%,0%,1%,27%,-1%,1%
Cc1ccc2nc(CCc3nc4ccc(C)cc4[nH]3)[nH]c2c1,-1.2%,-18%,-12%,-14%,-1%,6%[57.1 µM],1%[57.1 µM],3%,-5%
O=C(c1ccc(N2CCCC2=O)cc1)N1CCN(c2ccc(Cl)cc2)CC1,0.5%,-20%,0%,-23%,223%[activator],5%,8%,13%,4%
O=C(CSc1cn(CCNC(=O)c2cccs2)c2ccccc12)NCC1CCCO1 (configuration not stated),1.8%,-23%,-5%,-7%,-19%,5%[57.1 µM],29%[57.1 µM],-1%,1%
CCN(Cc1ccncc1)C(=O)c1cc(Br)cc(Br)c1O,0.3%,-8%,11%,-14%,-5%,-4%,12%,-15%,-5%
COc1ccc(-c2nc3scc(CCNS(=O)(=O)c4ccc(NC(C)=O)cc4)n3n2)cc1,0.8%,-18%,1%,-4%,0%,4%[57.1 µM],16%[57.1 µM],7%,0%
Cc1ccc(-c2nc3ccc(Cl)cn3c2Nc2ccc3c(c2)OCCO3)o1,8.8%,?,nt,0%,-15%,7%,?,nt,nt
CC1CCN(c2nc(-c3ccncc3)nc3ccccc23)CC1,3.8%,13%,-5%,-11%,?,-10%,-21%[57.1 µM],8%,-1%
C1=CCN(c2nc(N3CCOCC3)nc(N3CCCc4ccccc43)n2)CC1,nt,nt,-7%,-20%,-12%,nt,nt,12%,1%
C#CC(C)(CC)NC(=O)c1cc2nc(C3CC3)cc(C(F)(F)F)n2n1 (configuration not stated),2.9%,-2%,-3%,-4%,38%[activator],-3%,-2%,19%,0%
CC(C)CNC(=O)CC(=O)N/N=C/c1cccs1,0.3%,28%,-10%,-7%,11%,-6%[11.4 µM],-12%[11.4 µM],0%,-2%
CC1(C)CC(=O)C2=C(C1)OC(c1ccc(O)cc1)C(C#N)=C2N (configuration not stated),-0.6%,-31%,-1%,-14%,-12%,-6%[57.1 µM],12%[57.1 µM],3%,4%
COC(=O)C1=C(C)N(c2ccc(OC)cc2)C(C)=C(C(=O)OC)C1c1ccc(OC)cc1,-0.2%,-32%,6%,-24%,4%,6%[57.1 µM],17%[57.1 µM],2%,-7%
Cc1cc(=O)n2ncnc2n1COCCO,1.8%,27%,nt,0%,-3%,-7%,-5%,5%,-3%
Nc1c(Cl)ncnc1N1CCOCC1,-0.1%,-8%,-5%,-6%,6%,3%,8%,8%,0%
CCOc1ccc(S(=O)(=O)N2CCCCC2)cc1NC(=O)C1=COCCO1,-1.8%,7%,-34%,1%,?,-8%,5%,-5%,-1%
COc1ccc(N(C)S(=O)(=O)c2cccc(C(=O)OCC(=O)N3CC(C)CC(C)C3)c2)cc1 (configuration not stated),nt,20%,-1%,-8%,-13%,1%[57.1 µM],-1%[57.1 µM],1%,-4%
CCOc1ccc(S(=O)(=O)N2CCCCC2)cc1NC(=O)CN1C(=O)NC(C)(c2ccc(C)cc2)C1=O (configuration not stated),-0.1%,-43%,-26%,-27%,nt,2%,17%,10%,-20%
